# Screening results: PubChem, several laboratories
# Shn3 inh set2 = Schnurri-3 reporter inhibition in Clone20 osteoblasts; Clone20 osteoblast Shn3 3'UTR firefly luciferase, 24 h; inhibition, % at 12.5 µM; 360,000 compounds, 0.52% hits; AID 588674;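 active means mean inhibition of at least 75% with every replicate also reaching 75%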;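 further: 0% = median of neutral control wells and 100% = pilot-screen positive control compound; some compounds past the cut are filed as inactive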
# MITF TRPM1 inh = reduces MITF-dependent TRPM1 promoter luciferase signal; SK-MEL-5 TRPM1 promoter luciferase, 24 h; inhibition, % at 12.5 µM; 330,000 compounds, 0.83% hits; AID 488899;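 active means mean inhibition across replicates of 60% or more, whatever share of single replicates reaches that level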; further: values of inactives mirror those of a sister screen read the other way
# NR2E3 ag-1 = activates human NR2E3 receptor; Q9Y5X4; CHO-S Gal4-NCOR/VP16-NR2E3 two-hybrid, luciferase; inhibition of corepressor binding, % at 3.98 µM; 360,000 compounds, 0.35% hits; AID 602229;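 active means inhibition above the mean of all tested compounds plus 3 SD, cut at about 70% in these data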;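 further: 0% = DMSO with NR2E3 transfected cells and 100% = cells lacking NR2E3 construct; higher means lower luciferase signal from less NR2E3 corepressor binding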
# Target sequence (Q9Y5X4 whole entry, looked up, the tested form may be a part): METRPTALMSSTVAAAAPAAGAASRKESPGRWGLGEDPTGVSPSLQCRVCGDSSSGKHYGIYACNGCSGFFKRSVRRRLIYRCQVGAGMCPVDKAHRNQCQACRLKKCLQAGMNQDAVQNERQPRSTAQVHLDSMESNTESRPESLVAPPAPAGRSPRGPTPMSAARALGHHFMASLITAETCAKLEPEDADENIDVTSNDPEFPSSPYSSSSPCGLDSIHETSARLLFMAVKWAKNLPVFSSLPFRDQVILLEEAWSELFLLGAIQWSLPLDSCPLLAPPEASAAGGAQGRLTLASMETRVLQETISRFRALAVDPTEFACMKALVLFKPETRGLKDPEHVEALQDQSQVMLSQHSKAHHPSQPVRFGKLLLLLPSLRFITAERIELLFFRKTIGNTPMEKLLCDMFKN
# m5-HT2A agonist = mouse HTR2A agonism via beta-arrestin recruitment; P35363; CHO-K1 mHTR2A beta-arrestin complementation, luminescence; percent of 30 µM serotonin response; activation, % at 7.6 µM; AID 624169; 360,000 compounds, 0.66% hits;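 active means activation above a run cutoff, the mean activation of all tested compounds plus 3 SD, cut at about 14% in these data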;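 further: 0% = plate median of compound wells and 100% = 30 µM serotonin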
# Target sequence (P35363 whole entry, looked up): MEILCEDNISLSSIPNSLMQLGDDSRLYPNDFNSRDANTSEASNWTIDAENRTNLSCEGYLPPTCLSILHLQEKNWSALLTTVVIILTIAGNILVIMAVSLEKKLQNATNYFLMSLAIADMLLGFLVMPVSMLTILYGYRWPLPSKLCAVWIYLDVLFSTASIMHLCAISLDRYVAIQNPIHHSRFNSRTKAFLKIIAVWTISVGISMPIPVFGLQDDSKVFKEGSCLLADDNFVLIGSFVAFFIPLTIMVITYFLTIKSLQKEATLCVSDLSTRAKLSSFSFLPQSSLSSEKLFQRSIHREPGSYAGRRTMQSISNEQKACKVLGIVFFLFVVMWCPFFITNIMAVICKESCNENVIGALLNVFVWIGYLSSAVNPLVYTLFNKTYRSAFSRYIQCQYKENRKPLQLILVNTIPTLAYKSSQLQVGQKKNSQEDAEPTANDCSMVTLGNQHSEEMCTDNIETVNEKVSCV
# NR2E3 ag-2 = NR2E3 (human) agonism | Q9Y5X4 | GST-NR2E3/biotin-RetCOR TR-FRET, 1536-well | inhibition of corepressor binding, % at 4.78 µM | 320,000 compounds, 0.12% hits | AID 2300;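 active means percent inhibition above the cutoff of mean plus 3 SD of all tested compounds, set per screening campaign, cut at about 20% in these data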;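 further: 0% = DMSO wells and 100% = biotin wells as full block of FRET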
#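 Material: NR2E3–RetCOR corepressor complex / Incubation: Compound–protein incubation for 5 h at 4 °C / Dosing: compound at 4.8 µM, single dose / Detection: time-resolved FRET / Benchmarks: high control biotin, low control 0.6% DMSO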
# Peg3 prom inh = Peg3 promoter activity inhibition. AID 588405. inhibition, % at 20 µM. 360,000 compounds, 1.7% hits. HeLa PEG-Prom luciferase reporter, luminescence, overnight;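 active means inhibition of at least 50% at 20 µM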
# hiPSC survival = hiPSC single-cell survival enhancement. ATPlite luminescence; 100% = ROCK inhibitor wells, 0% = DMSO. survival enhancement, % at 20 µM. 360,000 compounds, 0.044% hits; in the data active means survival enhancement above about 18%;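 further: cells exposed to compounds for 16 hours before the ATP read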
# HIF-2a block = HIF-2a inhibition; inhibition, % at 18.8 µM; 360,000 compounds, 0.72% hits; 786-0 RCC cells HIF-2a reporter, luciferase luminescence, overnight;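 active means inhibition of the luminescence signal of 40% or more relative to plate controls, in a single-dose primary screen at 18.75 µM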
# Cardio protect = protects H9c2 cardiomyocytes from peroxide injury; H2O2 injury protection, ATPLite, 2 h; protection from H2O2 cell death, % at 20 µM; 360,000 compounds, 0.63% hits; AID 588492;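 active means compounds giving at least 50% protection of heart cells from peroxide-induced death in the single-dose screen, raw or plate-pattern-corrected value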;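 further: 0% = DMSO wells with peroxide and 100% = DMSO wells without peroxide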
# CaV13 ICDI inh = Disruptors of the CACNA1D IQ motif to Ca2+-dependent inactivation inhibitor domain association, primary screening, Förster resonance energy transfer in intact living …; HEK cells, CFP/YFP FRET ICDI-IQ, plate reader, 10 min; percent FRET-ratio fall versus neutral wells; inhibition, % at 12.3 µM; 340,000 compounds, 0.098% hits;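 active means mean replicate inhibition of at least 30% and at least 1% of replicates passing that level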;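 further: 0% = median of the neutral control wells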
# PDI inh = PDI (human) enzyme inhibition; 350,000 compounds, 0.052% hits; PDI insulin aggregation turbidity, A650, 90 min; inhibition, % at 10 µM;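 active means mean inhibition across replicates of 30% or more, whatever share of single replicates reach that level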;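 further: absorbance from insulin aggregation driven by PDI reduction with DTT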
# * = called active by the depositor; . = not tested or not shown.
SMILES,Shn3 inh set2,MITF TRPM1 inh,NR2E3 ag-1,m5-HT2A agonist,NR2E3 ag-2,Peg3 prom inh,hiPSC survival,HIF-2a block,Cardio protect,CaV13 ICDI inh,PDI inh
CCC(C)NS(=O)(=O)c1ccc(OCC(=O)Nc2ccc3c(c2)OCCO3)cc1 (stereo not drawn),2,0,-18,-2,0,14,-2.2,13,1,.,-7
Cn1c(CN2CCCCC2)nc2cc(NC(=O)c3cccc(Br)c3)ccc21,-9,12,-31,-4,-1,-73,-2.5,-139,6,-8,-5
CCCCn1c(N)c(N(CCOC)C(=O)c2ccc(F)c(S(=O)(=O)N3CCOCC3)c2)c(=O)[nH]c1=O,4,-3,11,-1,2,-4,-0.4,12,-2,-6,9
Cc1ccc(C)c(NC(=O)c2ccccc2C(=O)c2ccccc2)c1,3,.,5,1,0,20,-0.8,10,2,-11,-3
S=C(NNc1nc(Nc2ccccc2)nc(N2CCCCC2)n1)NC1CCCCC1,17,1,-5,-5,5,13,-1.0,10,-6,6,-4
C=CCn1c(SCC2CCCCO2)nc2sc(CC)cc2c1=O (stereo not drawn),76,8,-23,3,1,23,0.0,1,-21,3,-1
Cc1cccnc1NC(=O)c1cccc(S(=O)(=O)N2CCCc3ccccc32)c1,17,-6,-17,-11,-4,13,0.2,12,1,.,0
CCOC(=O)C(=O)Nc1ccccc1C(N)=O,-18,13,-26,2,-4,16,0.6,15,3,-3,-6
COc1ccc(C(=O)O/N=C(\N)c2ccccn2)cc1[N+](=O)[O-],-23,-58,-128,3,-1,-179,-1.0,-253,3,-6,-3
CCOC(=O)CNS(=O)(=O)c1ccc(C(=O)O)cc1,-8,1,-15,2,-2,10,-1.3,16,5,.,-1
COc1cc(NC(=O)N[C@H](C(=O)O)C(C)C)cc(OC)c1,-24,-4,-20,1,-1,2,0.5,-8,-5,-8,2
CCCCCCNC(=O)O[C@H]1Cn2c(=O)ccc(=O)n2[C@@H]2CN(S(=O)(=O)c3ccc(C)cc3)C[C@]12O,91*,.,-20,3,.,103*,-3.9,33,-9,-9,-1
Cc1ccc(CC(=O)OCCNC(=O)c2cccnc2)cc1,-18,10,-4,0,0,17,-0.8,10,7,.,1
CCC(C)(C)C1CCc2c(sc(NC(=O)c3ccoc3C)c2C(N)=O)C1 (stereo not drawn),10,-6,-2,-1,1,6,-1.9,31,8,-4,3
CC1(C)CC2CC(C)(CN2S(=O)(=O)c2cccc(C(N)=O)c2)C1 (stereo not drawn),-13,7,4,-9,3,0,-0.3,23,2,-7,9
COc1ccc(/C=N/NC(=O)c2ccc3nc[nH]c3c2)c(OC)c1,-18,-5,6,6,-2,1,-0.6,3,8,-2,-3
O=C(NCC1COc2ccccc2O1)c1ccc(Cl)c(S(=O)(=O)N2CCCC2)c1 (stereo not drawn),4,7,39,9,1,1,-1.8,-43,-12,-2,-13
COc1ccc(/C=N/NC(=O)C(=O)N2CCCCCC2)cc1,8,7,-15,5,2,4,0.5,-3,-3,-3,0
CC(C)c1ccc(NC(=O)COC(=O)COc2ccccc2)cc1,6,1,-15,0,2,-14,0.6,-23,3,-6,-4
Cc1csc(=O)n1CC(=O)OCc1cccc2ccccc12,-51,-39,-57,8,2,-103,-1.7,-116,-2,-4,-7
CC(C)c1cc(CNC(=O)CC2C(=O)NCCN2CC2CCCCC2)on1 (stereo not drawn),2,.,6,-4,-2,-3,1.1,7,1,-2,8
O=C(c1ccccc1)N1CCN(S(=O)(=O)c2cccc(NS(=O)(=O)c3ccccc3)c2)CC1,7,-2,7,-1,4,13,0.4,18,8,-12,5
Cc1ccc(S(=O)(=O)N2CCC(NC(=O)c3cccnc3)CC2)cc1Cl,-2,10,13,-5,6,-39,-0.4,8,-4,-7,-4
O=C1/C(=C/c2cccs2)CCC1C1CCCC1 (stereo not drawn),-45,-74,-12,1,2,-182,1.9,-226,-9,-22,-1
COc1ccc(C2N(C(C)=O)CCN2S(=O)(=O)c2ccc(C)cc2)cc1 (stereo not drawn),-6,-2,-43,0,2,17,0.6,-2,1,-5,0
COc1ccccc1NC(=O)C1=C(C)N(c2ccccc2)C(=S)NC1c1cccc(C(F)(F)F)c1 (stereo not drawn),20,11,6,-2,3,34,-1.8,31,30,-8,-2
CCCC/S(CC1CC1(Cl)Cl)=N\S(=O)(=O)c1ccc(C)cc1 (stereo not drawn),-8,-1,17,-2,2,18,-0.9,4,1,-2,0
CCc1ccc(-c2cc(C(=O)N/N=C/c3ccco3)[nH]n2)cc1,-13,-39,-118,3,-1,-65,-0.7,-116,-11,-6,0
CCSc1nc(N2CCCCC2)c2c(c1C#N)CCCC2,11,-21,-59,-3,0,23,1.3,27,-31,.,0
Cc1ccc(N2CC(C(=O)NCCS(=O)(=O)N3CCN(c4ccccc4)CC3)CC2=O)cc1 (stereo not drawn),10,3,10,-4,-2,8,0.4,10,-4,-4,2
CC(C)(C)c1cc(OC(=O)c2ccncc2)ccc1O,-16,5,-9,-4,-1,-8,-2.4,-4,-6,-4,1
O=C(Nc1ccccc1C(F)(F)F)c1ccccn1,-48,-17,-21,0,4,-10,-0.6,18,1,-7,4
Cc1ccc(C(=O)NCCc2nnc3ccc(SCC(=O)Nc4ccc(C)cc4C)nn23)cc1,3,1,-27,-2,1,7,-0.8,25,7,-5,-1
O=C(CCCSc1nc2ccccc2s1)NCc1ccc2c(c1)OCO2,-6,18,32,1,0,-88,2.3,-59,-8,-18,5
O=C(CCCc1ccccn1)c1cccc2ccccc12,-53,-33,-103,2,.,-181,-3.4,-188,-4,-5,-14
Cc1ccc(NC(=O)C2CCCN(S(=O)(=O)c3c(C)noc3C)C2)cc1F (stereo not drawn),20,19,1,-2,1,12,-0.7,26,4,0,-8
O=C(N/N=C/c1cccc(O)c1)c1ccc2c(c1)OCCO2,-23,-9,-127,-3,6,-107,-0.7,-26,-11,-7,-7
Cc1ccc(C)n1-c1nnc(N2CCC(C(=O)NCCCN3CC(C)CC(C)C3)CC2)s1 (stereo not drawn),10,-2,-4,-6,3,-6,0.7,5,0,-2,4
CC(C)(C)c1ccc(C(=O)NC(=O)COC(=O)CCS(=O)(=O)c2ccccc2)cc1,-17,.,-3,7,0,-52,0.1,-22,-4,-1,-9
Cc1csc(N2CCCC2c2nc3cc(Cl)c(N4CCCCC4)cc3n2CCOCCO)n1 (stereo not drawn),-13,-1,-12,-2,1,-1,0.0,17,4,-12,-1
S=C1NCc2cncnc2N1,4,.,-16,1,.,12,-0.5,13,2,-4,.
COc1cc(/C=N/NC(=O)c2ccc(CSc3nncn3C)cc2)ccc1OCC(=O)N1CC(C)OC(C)C1 (stereo not drawn),-15,-2,-5,-1,-2,0,-0.1,0,20,-7,-4
CC(C(=O)NC1C=CS(=O)(=O)C1)N1C(=O)/C(=C/c2ccc(Cl)cc2)SC1=S (stereo not drawn),-7,3,-11,2,-1,-9,-0.5,-6,1,-7,6
CCN1C(=O)c2cccc3c(NC(=O)c4ccc5c(c4)OCCO5)ccc1c23,5,-26,3,4,-1,-15,-1.6,-97,-1,-11,-2
O=C(C[C@H]1C(=O)N(Cc2cccnc2)C[C@@H]1Cc1ccccc1)Nc1ccc(Br)cc1,7,.,-27,-1,.,4,-1.2,9,9,-6,6
Cc1ccc(S(=O)(=O)N2CCN(S(C)(=O)=O)CC2)cc1,9,0,24,3,-1,33,-0.4,27,-3,-10,-17
COc1ccc(CCNC(=O)Cn2c(=O)n(CC3CCCO3)c(=O)c3cc(OC)c(OC)cc32)cc1OC (stereo not drawn),12,10,-11,5,-1,10,0.1,10,7,-15,6
O=C(O)C(Oc1ccc2ccccc2c1)c1ccccc1 (stereo not drawn),-2,-9,13,3,0,16,-0.7,20,-1,-18,8
COc1ccccc1Cn1cnc2cccnc21,4,0,2,7,0,4,-3.6,8,0,.,9
COC(=O)c1cccc(C(=O)Oc2cccc(Br)c2)n1,29,-2,-19,2,3,-11,-2.0,-28,-1,-6,-1
CC1(C)CC(=O)c2cnc(N3CCc4ccccc43)nc2C1,-79,-59,-52,2,0,-269,-0.6,-322,-10,-3,7
CC1(C)CC(=O)C2=C(C1)Nc1ccccc1NC2c1ccc(F)c(F)c1 (stereo not drawn),0,9,-13,-3,3,10,-0.3,11,-2,-4,2
CCCOc1ccc(N2CC(C(=O)Nc3ncccc3C)CC2=O)cc1 (stereo not drawn),-13,-8,-5,1,1,11,0.9,12,-4,.,-2
COc1ccccc1CNC(=O)CC(C)C,-22,3,-34,-5,1,-5,1.3,0,-6,-6,2
CSc1ncccc1C(=O)OCC(=O)N1CCOCC1,-7,6,23,5,-1,-9,-1.2,-9,-2,-3,11
CC(C)N(C(=O)CSc1nnc(NC2CC2)s1)c1ccccc1,2,8,-18,8,2,5,-0.6,-4,5,-4,-1
COc1ccc(CC(=O)Nc2ccc(C(=O)O)cc2NC(=O)Cc2ccc(OC)cc2)cc1,-14,-6,-7,-4,1,-35,7.3,3,11,0,0
COc1ccccc1CNC(=O)CSc1nc(=O)n(Cc2ccncc2)c2c1CCC2,-8,-3,12,3,-1,6,0.4,4,4,-2,0
O=[N+]([O-])c1ccc(N/N=C2\CC3CC=CC23)cc1 (stereo not drawn),5,-68,-73,3,1,-300,0.0,-226,-23,-12,-7
CCCCC1CCC(C(=O)Nc2ccc(S(=O)(=O)Nc3nccs3)cc2)CC1 (stereo not drawn),-8,1,-8,9,0,22,0.7,38,-12,.,-9
Cc1ccn2c(C(=O)N/N=C\c3cccs3)c(C)nc2c1,-22,-13,0,4,4,-29,-0.1,-53,-1,-5,0

# Some of these compounds in order of number of heavy atoms, falling:
SMILES,Shn3 inh set2,MITF TRPM1 inh,NR2E3 ag-1,m5-HT2A agonist,NR2E3 ag-2,Peg3 prom inh,hiPSC survival,HIF-2a block,Cardio protect,CaV13 ICDI inh,PDI inh
COc1ccccc1CNC(=O)CSc1nc(=O)n(Cc2ccncc2)c2c1CCC2,-8,-3,12,3,-1,6,0.4,4,4,-2,0
CCCOc1ccc(N2CC(C(=O)Nc3ncccc3C)CC2=O)cc1 (stereo not drawn),-13,-8,-5,1,1,11,0.9,12,-4,.,-2
O=C(O)C(Oc1ccc2ccccc2c1)c1ccccc1 (stereo not drawn),-2,-9,13,3,0,16,-0.7,20,-1,-18,8
CSc1ncccc1C(=O)OCC(=O)N1CCOCC1,-7,6,23,5,-1,-9,-1.2,-9,-2,-3,11
O=[N+]([O-])c1ccc(N/N=C2\CC3CC=CC23)cc1 (stereo not drawn),5,-68,-73,3,1,-300,0.0,-226,-23,-12,-7
